PriA SSB inh – blocks PriA binding to SSB C-terminal tail; AlphaScreen SSBct-PriA binding, biotinylated peptide; inhibition, % at 33 µM; hit rate 0.6% among 430,000; AID 1272365; in the data active = inhibition mostly above about 37%, no sharp cut-off; inactive = mostly below about 20%;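 also: plate controls were negative control peptide for no effect and reference peptide for full effect; strong numbers were not always called active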
* = called active by the depositor; & = joins results of further samples.

SMILES	PriA SSB inh
Cc1nc2ccccc2c(=O)n1N=Cc1cc(Br)ccc1O	-6
COc1cc(C=NNc2nc(-c3cccs3)c(NC(C)=O)s2)ccc1O	-7
CSc1ccc(NC(=O)Cc2ccc(Cl)cc2)nn1	-1
O=C(Nc1ccccc1-c1cn2ccccc2n1)c1cc(=O)[nH]c(=O)[nH]1	-9
Cc1noc(C)c1C(=O)Nc1ccccc1Cc1nc(-c2ccco2)no1	-18
CCOC(=O)N1CCN(C(=O)CCc2csc3nc(-c4ccccc4)cn23)CC1	-11
Cn1c(C(F)(F)F)nn(Cc2cccc(Cl)c2)c1=O	-12
Cc1ccc(S(=O)(=O)N(C)CCCC(N)=O)cc1	11
Cc1ccc(NC(=O)Nc2c(C)nc(N(C)C)nc2C)c(Cl)c1	-14
COc1cccc(NC(=O)NC[C@@H](c2ccsc2)N2CCc3ccccc3C2)c1OC	8
CS(=O)(=O)N1CCN=C1SCc1cccnc1	2
COc1ccc(OC)c(-c2nnc(NC(=O)c3ccc4c(c3)OCO4)s2)c1	-3
Cc1cc2cc(CNC(=O)Nc3c[nH]c4ccccc34)ccc2[nH]1	33*
CO[C@@H](CNS(=O)(=O)Cc1cccc(C)c1)c1cccc(F)c1	-5
O=C(NCC1CCN(c2ncccn2)CC1)c1nc2ccccc2s1	-13
O=C(Cn1cnc2c(cnn2C2CCS(=O)(=O)C2)c1=O)NCc1ccc(F)cc1 (stereo not drawn)	-5
Cc1ccsc1[C@@H](O)CNC(=O)c1cc(Br)cs1	3
CCS(=O)(=O)N1CCC2(CC1)NC(=O)N(CCOc1ccccc1)C2=O	-8
O=C(NC1CCN(c2cc(C3CC3)[nH]n2)CC1)[C@@H]1CC=CCC1	0
COc1ccc(C=NNC(=O)c2cccnc2)cc1	-16
O=Cc1cc(Br)cs1	-5
O=C(c1cc2ccccc2o1)N1CCC(COCc2ccc(Cl)cc2)CC1	-3
CCOc1ccc(NC(=O)c2scc(-c3ccccc3)c2S(=O)(=O)N(C)c2ccccc2)cc1	1
O=C(Cn1nnn(-c2ccc(NC(=O)Cc3cccs3)cc2)c1=O)NCc1ccco1	-7
CSc1ccc(C=NNC(=O)CNc2cccc3ccccc23)cc1	11
N#Cc1ccccc1NC(=O)C(=O)NCCc1ccoc1	-2
Cn1cccc(C(=O)NCC(O)c2ccoc2)c1=O (stereo not drawn)	3
CC(CC(=O)Nc1ccc(OCc2ccccc2)cc1)=NNC(=O)C(=O)Nc1ccc(C)c(Cl)c1	-15
CCN(CC)CCN1C(=O)C(=O)C(=C(O)c2ccc(F)cc2)C1c1cccnc1 (stereo not drawn)	-5
O=C(NCc1cccs1)NCC1(O)CCCC1	2
Cc1cc(=O)[nH]c(NN=Cc2c[nH]c3ccccc23)n1	6
Brc1ccc2nc(NCCN3CCOCC3)sc2c1	16
CCCC(=O)Nc1ccc(O)c(C(=O)/C=C/c2ccc(C(=O)O)cc2)c1	3
COCCn1c(CCO)nc2ccccc21	-8
CCCS(=O)(=O)N1CCN(Cc2nc(-c3cccc(OC)c3)cs2)CC1	-5
COCCN1CCC(CNC(=O)Cc2ccc(Cl)cc2)CC1	-19
O=C(CC(=O)NN=Cc1ccccc1[N+](=O)[O-])NCCc1ccccc1	-9
O=C(O)CN1C(=O)/C(=C/N2CCc3ccccc32)SC1=S	2
CCc1cc2c(-c3nn4c(-c5ccc(OC)c(OC)c5)nnc4s3)csc2s1	6
Nc1ccccc1C=NN=Cc1ccccc1N	2
COc1cc(C(=O)Nc2nnc(Cc3ccc(Cl)s3)o2)cc(OC)c1OC	0
Cc1cc(C(=O)N(Cc2ccco2)c2nc3c(F)cccc3s2)n(C)n1	-7
O=C(COc1ccc(Cl)cc1)NCC1CCN(Cc2ccco2)CC1	-13&5
Cc1cc(C)n(CC(=O)NN=Cc2c[nH]c3ccccc23)n1	0
O=C(Cc1csc(NC(=O)Nc2ccc(Cl)cc2)n1)NCCc1c[nH]c2ccccc12	52*
COc1ccc(S(=O)(=O)NCC2(c3cccs3)CCCC2)cc1F	-7
Cc1nc(-n2cccc2)sc1C(=O)NCC#CCOc1ccccc1C(N)=O	10
CCc1nnc(-c2cc3ccccc3n2CC(=O)OCc2ccccc2)o1	2
O=C(NCCc1csc(-n2cccn2)n1)c1cc(-c2ccco2)on1	3
O=C(COc1ccccc1)N1CC(c2nc(-c3ccsc3)no2)C1	-7

4 of the compounds above, comma-delimited:
molecule,PriA SSB inh
O=C(Cc1csc(NC(=O)Nc2ccc(Cl)cc2)n1)NCCc1c[nH]c2ccccc12,52*
COc1ccc(S(=O)(=O)NCC2(c3cccs3)CCCC2)cc1F,-7
Cc1nc(-n2cccc2)sc1C(=O)NCC#CCOc1ccccc1C(N)=O,10
CCc1nnc(-c2cc3ccccc3n2CC(=O)OCc2ccccc2)o1,2

(listing goes on)
SMILES	PriA SSB inh
CC(=NNC(=O)c1ccc(COc2ccccc2)cc1)c1ccncc1	-3
O=C(c1ccc2nsnc2c1)N1CCC(Oc2cccnn2)CC1	0
CCOC(=O)c1ccc(NC(=O)Nc2sc3c(c2C(N)=O)CC(C)CC3)cc1 (stereo not drawn)	9
COCCN(Cc1ccsc1)C(=O)c1ccc(F)cc1	-10
CCOc1cc(C=Nn2c(C)nc3sc(C)c(C)c3c2=O)ccc1O	-26
Cc1ccc(-c2nc(CCNC(=O)C(=O)Nc3cccc(C)c3C)cs2)cc1	-2
Cc1nc(-c2ccccc2)sc1C(=O)NCCNC(=O)c1ccc(NC(=O)C2CC2)cc1	1
O=C(CSc1ccc(F)cc1)Nc1ccc([N+](=O)[O-])cc1	2
CCn1nc(C(=O)NCCc2ccncc2)cc1C	-31
C=CCNC(=S)NN=Cc1ccc(-c2ccc(Cl)cc2Cl)o1	-1

Quoted at random: 3 records from the list
SMILES	PriA SSB inh
Cc1nc(-c2ccccc2)sc1C(=O)NCCNC(=O)c1ccc(NC(=O)C2CC2)cc1	1
CCOC(=O)c1ccc(NC(=O)Nc2sc3c(c2C(N)=O)CC(C)CC3)cc1 (stereo not drawn)	9
O=C(CSc1ccc(F)cc1)Nc1ccc([N+](=O)[O-])cc1	2

Other structures.
SMILES	PriA SSB inh
Cn1c(C(F)(F)F)nn(CC(=O)NCC2CCCO2)c1=O (stereo not drawn)	-5
COc1ccc(C(=O)Nc2nnc(SCC(=O)NC3CCCCC3)s2)c(OC)c1	-5
O=C(Nc1nc2cc3c(cc2s1)OCCO3)c1ccc(C(=O)c2ccccc2)cc1	-1
CC(=NNC(=O)c1ccc(F)cc1)c1cccc(NC(=O)c2cccc(F)c2)c1	-10
CSc1cccc2sc(NC(=O)c3cc([N+](=O)[O-])ccc3Cl)nc12	5
CCOC(=O)c1c(NC(=O)c2cc(OC)cc(OC)c2)sc(C)c1C	-13
Cn1nc(N2CCC(C(=O)Nc3ncn[nH]3)CC2)ccc1=O	-11
C=CCOCC(O)CN1CCN(c2ccc(F)cc2)CC1 (stereo not drawn)	4&3
O=C(Nc1ccc2c(c1)C(=O)NC2=O)c1ccco1	-21
COc1ccc(-c2nnc(NC(=O)CSc3ccc(Cl)cc3)o2)c(OC)c1	-8
Cc1n[nH]c(C)c1CN	-11
O=C(N=C1SCCN1CC(O)c1ccccc1)c1ccccc1 (stereo not drawn)	12
Cc1ccccc1OCC(=O)NCCc1ccc2c(c1)CCCN2C	74
CC(=NNC(=O)c1ccccc1Cl)c1c(O)n(C2CCCCC2)c(=O)[nH]c1=O	-7
COc1ccc(S(=O)(=O)N2CCC(c3nc(-c4cccs4)no3)CC2)cc1	-9
Cc1ccc(-n2ncc3c(C)nn(CC(=O)NC[C@H]4CCCO4)c(=O)c32)cc1C	-4
CCn1nnc2c(Nc3ccc(Br)c(C)c3)ncnc21	5
Fc1cccc2sc(NCc3ccccc3)nc12	5
COc1ccc(Cl)cc1C(=O)NC1CCN(c2nccs2)CC1	-10
O=C(COc1ccc(Cl)cc1Cl)N(CCc1cccs1)Cc1cccnc1	-10
O=C(NN=Cc1ccccn1)c1ccc(Cl)cc1	9
Cc1cccc(NC(=O)CSc2nnc(-c3c[nH]c4ccccc34)n2-c2ccc(F)cc2)c1C	0
Cc1ccc(Cl)cc1NC(=O)N(C)C	-11
O=C(CSc1nc(-c2ccccc2)cs1)NCc1ccc2c(c1)OCO2	3
COc1nn(C)cc1C(=O)Nc1ccc(Cl)c(Cl)c1	3
COc1ccc(OC)c2sc(N(CCCN3CCOCC3)C(=O)c3ccno3)nc12	-2
CC(C)(C)n1ncc2c(=O)n(CCC(=O)Nc3ccc(F)c(Cl)c3)cnc21	-7
O=C(Nc1nnc(-c2cc(Cl)sc2Cl)o1)c1ccc(F)cc1F	-7
Cc1cc(N2C(=O)CCS2(=O)=O)cc(C)c1S(=O)(=O)Nc1ccc(F)c(Cl)c1	-5
CN1C(=O)NC2(CCN(CC(=O)NCc3ccc4c(c3)OCO4)CC2)C1=O	0
O=C(NCC(c1ccsc1)N1CCOCC1)c1c(F)cccc1Cl (stereo not drawn)	-14
COc1cc(NC(=O)CCc2nc3sc4c(c3c(=O)[nH]2)CCCCC4)cc(OC)c1OC	-17
CC1=CC(=NN=C2NC(=O)C(CC(=O)Nc3ccccc3)S2)CC(C)(C)C1 (stereo not drawn)	-3
COc1ccc(C=Nn2cncn2)cc1CSc1ccccn1	-2
CCOCC(=O)N1CC(S(=O)(=O)c2ccc(Cl)cc2)C1	-14
Cc1ccc(SCCCn2c(N(C)Cc3ccccc3)nc3c2c(=O)[nH]c(=O)n3C)cc1	-29
Cc1nnsc1C(=O)NCC#CCN1CCOCC1	1
O=C(CCSc1ccccc1)NCCc1csc(-n2cccn2)n1	-11
Clc1cccc(Cl)c1CON=Cc1c(-c2ccccc2)nc2n1CCS2	18
O=C(NCc1ccnc(N2CCOCC2)c1)c1ncc(-c2ccc(F)cc2)o1	-17

Shown as labelled records: part of the list above.
Cc1nnsc1C(=O)NCC#CCN1CCOCC1
  PriA SSB inh: 1
O=C(CCSc1ccccc1)NCCc1csc(-n2cccn2)n1
  PriA SSB inh: -11
Clc1cccc(Cl)c1CON=Cc1c(-c2ccccc2)nc2n1CCS2
  PriA SSB inh: 18
O=C(NCc1ccnc(N2CCOCC2)c1)c1ncc(-c2ccc(F)cc2)o1
  PriA SSB inh: -17

(further entries)
SMILES	PriA SSB inh
O=C(NNc1nc2c(F)cc(F)cc2s1)c1cc(-c2cccs2)nc2ccccc12	0
COc1ccc(CC(=O)Nc2ccc(N3CCCC3=O)c(C)c2)cc1OC	-1
COc1cc(C(=O)Nc2ccccc2-c2nc3ccccc3[nH]c2=O)cc(OC)c1OC	-12&-6
Cc1nc(C)n(CC(C)NC(=O)c2cccs2)n1 (stereo not drawn)	-3
O=C(Nc1ccc2c(c1)OCCO2)c1ncc(-c2ccccc2)o1	7
Cc1cc(NC(=O)c2ccc(=O)n(Cc3cccc(F)c3)n2)no1	-9
CCOC(=O)c1[nH]c(C)c(C(O)=C2C(=O)C(=O)N(CCN(C)C)C2c2ccco2)c1C (stereo not drawn)	-2
CCOC(=O)N1CCN(C(=O)COc2cccc3c2CCN(Cc2ccc(Cl)cc2)C3=O)CC1	-7&-4
Cc1ccc(S(=O)(=O)n2ccn(CC(=O)NCc3ccc4c(c3)OCO4)c2=O)cc1	-11
O=C(NCC1CCN(C(=O)c2ccccc2F)CC1)c1cc(C2CC2)on1	23

Structural class: the entries above containing a COOH group (2)
SMILES	PriA SSB inh
CCCC(=O)Nc1ccc(O)c(C(=O)/C=C/c2ccc(C(=O)O)cc2)c1	3
O=C(O)CN1C(=O)/C(=C/N2CCc3ccccc32)SC1=S	2

Next part:
SMILES	PriA SSB inh
O=c1[nH]c2ccc(Br)cc2c(-c2ccccc2)c1-c1cc(-c2ccccc2)c2ccccc2n1	-17&1
O=C(NCC1(c2cccs2)CC1)Nc1ccccc1	-1
COC(=O)c1cccc(NC(=O)c2cc(C(C)C)n(-c3nc4ccccc4s3)n2)c1	-2
COCC(C)(O)CNC(C)=O (stereo not drawn)	-9
CCOC(=O)c1cc(CC)sc1NC(=O)CC1SC(=N)NC1=O (stereo not drawn)	-2
CCOC(=O)C(C)Sc1nnc(-c2c[nH]c3ccccc23)n1CC (stereo not drawn)	-2
Cc1ccccc1OCC(=O)NCCS(=O)(=O)N1CCN(c2ccccc2)CC1	-1
Fc1ccc(COCC2CCN(Cc3ccccn3)CC2)cc1	-8
CCOC(=O)N1CCN(S(=O)(=O)c2ccc(C(=O)Nc3nc4cc5c(cc4s3)OCO5)cc2)CC1	-13
COc1ccc(-n2ncc3c(Nc4cc(OC)c(OC)c(OC)c4)ncnc32)cc1	-32
COc1c2ccc(C(=O)NCC3CCCN3c3nc4ccccc4o3)cc2nn1C (stereo not drawn)	-11
CCOc1ccc(-c2ccc3nnc(SCC(=O)N4CCCCC4)n3n2)cc1	-10
NC(=NOC(=O)COc1cc(Cl)c(Cl)cc1Cl)c1ccncc1	2
CC(C)Oc1ccc(NC(=O)CCc2ccccc2)cc1	-5
Cc1ccccc1-c1noc(-c2ccc[nH]c2=O)n1	-2
Cc1ccc2nc(C)c(NC(=O)c3ccccc3I)c(=O)n2c1	-4
CC(C)c1c(C(=O)NN=Cc2ccc(OCc3ccccc3)cc2)nnn1-c1nonc1N	-4
O=C(NC1CCN(c2cc(-c3cccs3)[nH]n2)CC1)c1ccco1	-1
Cn1cc(NC(=O)NCc2ccc(F)cc2)c2ccccc21	-11&3
CC1=NN(CCC#N)C(=O)/C1=C\c1ccc(N(C)C)cc1	-4
O=C(Cn1cnc2c(nnn2Cc2ccccc2)c1=O)Nc1ccccc1C(F)(F)F	-1
Cc1nnc(NC(=O)C2CCc3nc[nH]c3C2)s1 (stereo not drawn)	3
CCOc1ccc2nc(SCCc3ccccc3)[nH]c2c1	-3
CN(C)c1ccc(C(=O)N2CCN(C(=O)c3cnn4c3CCCC4)CC2)cc1	-8
CC(=O)N1CCC(c2ccccc2)CC1	13
Cn1c(C2CCN(S(C)(=O)=O)CC2)nn(Cc2cccc(C(F)(F)F)c2)c1=O	-13
CC(=NNS(=O)(=O)c1ccc(F)cc1)c1ccc(NC(=O)c2ccc(C)o2)cc1	-1
Cc1nc(-c2cccs2)sc1CNC(=O)c1ccsc1	-4
Cc1ccc(Cl)cc1N/C=C(\C#N)c1nc(-c2cc3cc(Br)ccc3oc2=O)cs1	-15

An excerpt (hit frequency here may not be typical).
